# Source: PubChem BioAssay
# CHRM5 PAM = potentiates acetylcholine response at human M5 receptor; 360,000 tested, 0.3% active; AID 624038; CHO-K1 hM5, Fluo-8 calcium, ACh EC20 PAM; 0% = ACh EC20, 100% = ACh EC100; activation, % at 3 µM;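 active = activation above the run cutoff, the mean activation of all test compounds plus 3 SD, cut at about 18% in these data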
#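 System: CHO-K1 hM5 cells. Reagent: acetylcholine, EC20 level. Compound dosing: single dose, 3 µM nominal final test concentration. Timing: Post-acetylcholine fluorescence recording 140 s. Detection: Fluo-8 calcium fluorescence. Read-out: % activation, ACh-normalized. Benchmarks: ACh EC20 and EC100 wells. Repeats: singlicate, one well per test compound.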
# CHRM4 PAM = CHRM4 positive allosteric modulation | CHO-K1 hM4/Gqi5, Fluo-8 calcium fluorescence, ACh EC20; 0% = ACh EC20, 100% = maximal ACh | 360,000 tested, 0.4% active | activation, % at 3 µM | P08173;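 active = activation above its plate's cutoff, the mean activation of sample wells plus 3 SD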; also: some results filed as inactive read as strong as hits
# CHRM5 antagonist = CHRM5 antagonism in calcium assay. CHO-hM5 cells, Fluo-8 calcium fluorescence, ACh EC80. inhibition, % at 3 µM. 360,000 tested, 0.59% active;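 active = inhibition above a per-plate cutoff, the mean of that plate's test compounds plus 3 SD, cut at about 27% in these data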;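 also: 0% = acetylcholine EC80 with DMSO and 100% = DMSO without agonist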
# CHRM4 agonist = agonists of human muscarinic M4 receptor (CHRM4); P08173; CHO-K1 hM4/Gqi5, Fluo-8 calcium fluorescence; vehicle 0%, full acetylcholine response 100%; 360,000 tested, 0.14% active; AID 624127; activation, % at 3 µM;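 active = activation above the run mean over all test wells plus 3 SD, cut at about 32% in these data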;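 also: peak over basal fluorescence ratio per well then scaled between controls; 0% = DMSO wells and 100% = acetylcholine at EC100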
# IDE inh = cellular human IDE inhibition | P14735 | inhibition, % at 5.59 µM | 320,000 tested, 0.41% active | HEK cells, FAbetaB cleavage, fluorescence polarization | AID 434962;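 active = percent inhibition above the average of all tested compounds plus 3 SD, set per screening campaign, cut at about 16% in these data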;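 also: IDE supplied by intact live HEK cells; FP after avidin binding of uncleaved biotin substrate so inhibition keeps polarization high; 0% = DMSO wells and 100% = 60 µM reference IDE inhibitor Ii1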
# Target sequence (P14735 whole entry, looked up): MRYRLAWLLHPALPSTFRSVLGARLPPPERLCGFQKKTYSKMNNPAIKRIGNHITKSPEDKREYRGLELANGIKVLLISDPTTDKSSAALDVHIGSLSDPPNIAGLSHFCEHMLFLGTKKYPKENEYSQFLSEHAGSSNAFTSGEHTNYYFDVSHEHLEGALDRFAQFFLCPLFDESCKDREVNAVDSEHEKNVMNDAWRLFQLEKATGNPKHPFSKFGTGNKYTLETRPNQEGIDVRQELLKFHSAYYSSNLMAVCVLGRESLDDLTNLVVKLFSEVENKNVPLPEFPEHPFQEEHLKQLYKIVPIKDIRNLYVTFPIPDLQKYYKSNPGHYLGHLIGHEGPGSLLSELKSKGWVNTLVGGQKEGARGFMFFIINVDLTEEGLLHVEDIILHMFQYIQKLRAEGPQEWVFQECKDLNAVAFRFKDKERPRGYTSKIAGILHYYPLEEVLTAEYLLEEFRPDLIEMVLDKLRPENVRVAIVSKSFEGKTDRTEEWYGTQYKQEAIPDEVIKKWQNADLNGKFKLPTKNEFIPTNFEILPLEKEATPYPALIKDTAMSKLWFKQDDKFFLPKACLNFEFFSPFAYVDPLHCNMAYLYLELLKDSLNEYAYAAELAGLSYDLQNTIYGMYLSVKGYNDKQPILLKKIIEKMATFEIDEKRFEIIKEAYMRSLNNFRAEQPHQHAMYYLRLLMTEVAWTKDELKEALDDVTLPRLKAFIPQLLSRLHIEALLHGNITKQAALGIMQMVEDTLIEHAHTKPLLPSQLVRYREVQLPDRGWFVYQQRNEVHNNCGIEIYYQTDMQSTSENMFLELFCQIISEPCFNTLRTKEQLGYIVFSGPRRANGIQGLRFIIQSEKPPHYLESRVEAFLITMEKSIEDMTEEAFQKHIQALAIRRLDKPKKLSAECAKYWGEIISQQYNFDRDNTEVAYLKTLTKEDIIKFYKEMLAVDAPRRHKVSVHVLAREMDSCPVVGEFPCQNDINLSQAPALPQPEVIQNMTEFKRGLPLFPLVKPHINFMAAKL
# CRFR2-BP antag = antagonists of CRF-binding protein/CRF-R2 receptor complex. 350,000 tested, 0.59% active. inhibition, % at 11.8 µM. HEK293 CRF-R2/CRF-BP, CRF-induced calcium fluorescence;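 active = inhibition of the ligand-induced calcium signal above about 50% at the single tested concentration, limit read from the data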
# CRFBP-R2 agonist = CRF-BP/CRF-R2 complex agonism; activation, % at 13.2 µM; 350,000 tested, 0.46% active; HEK293 CRF-R2/CRF-BP, calcium dye fluorescence (FLIPR); percent of saturating CRF peptide response;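 active = activation of at least 50%, plus an integration ratio under a set limit after plate pattern correction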;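 also: plate controls were neutral control wells without compound for no effect and CRF at EC100 for full effect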
# CHRM4 antagonist = antagonists of human muscarinic M4 receptor (CHRM4). P08173. CHO-hM4 cells, ACh EC80, Fluo-8 calcium fluorescence. inhibition, % at 3 µM. 360,000 tested, 0.73% active;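 active = inhibition above its plate's cutoff, the mean inhibition of sample wells plus 3 SD, cut at about 27% in these data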;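 also: 0% = acetylcholine EC80 with DMSO and 100% = DMSO without agonist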
# CHRM5 agonist = CHRM5 agonism in calcium assay | CHO-K1 hM5 cells, Fluo-8 calcium fluorescence; 0% DMSO wells, 100% maximal acetylcholine response | activation, % at 3 µM | 360,000 tested, 0.19% active;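 active = activation above the run's mean over test compounds plus 3 SD, cut at about 23% in these data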;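 also: signal is peak over basal fluorescence ratio across the kinetic read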
# Numbers without * were called inactive; nt = not tested or not shown.
Molecule,CHRM5 PAM,CHRM4 PAM,CHRM5 antagonist,CHRM4 agonist,IDE inh,CRFR2-BP antag,CRFBP-R2 agonist,CHRM4 antagonist,CHRM5 agonist
CCc1ccc(NC(=O)c2c(C(=O)Nc3ccccc3)sc3nc(C)cc(=O)n23)cc1,-2,3,11,0,-2,2,-0.5,-5,-5
COc1ccc(-c2noc(COc3ccc(C)c(C)c3)n2)cc1OC,-2,1,4,-1,-2,2,2.6,0,0
CC(=O)Nc1cc(-c2ccccc2N(C)C)cn2c(-c3ccc(S(C)(=O)=O)cc3)cnc12,-3,1,-2,8,nt,nt,nt,0,0
CCC(C(=O)O)N1C(=O)C2CCCCC2C1=O (stereo unspecified),2,-8,-1,0,-2,-11,-1.1,-4,1
Cc1nc(S(=O)(=O)Nc2ccccc2C(=O)NCC2CC2)cn1C,-4,-2,10,1,0,-3,1.6,-11,-3
CCOc1ccccc1C(=O)NCC(=O)OCCCOC(=O)CNC(=O)c1ccccc1OCC,-10,-9,1,13,-1,0,-2.1,3,2
Cc1[nH]c(=S)c(C#N)c(-c2ccco2)c1C(=O)N(C)C,0,0,3,1,5,7,3.7,1,-1
COc1ccccc1NC(=O)CCC(=O)c1ccc(-c2ccccc2)cc1,9,-4,-6,0,4,-11,2.5,0,3
Cc1ccc(S(=O)(=O)Cn2nnnc2CN2CCCC3(CCCCC3)C2)cc1,-5,-18,3,-2,1,8,2.4,0,0
Cc1csc(N2CCc3ccccc32)n1,0,-2,1,0,5,-2,0.5,0,-2
O=C(O)c1c(F)c(F)cc2ccccc12,4,-1,-5,0,0,-2,-1.2,6,1
O=C1OC(c2ccc3c(c2)OCO3)=N/C1=C\c1ccc(C(=O)O)cc1,5,0,4,0,-1,5,0.4,3,0
CS(=O)(=O)c1ccc(C(=O)Nc2cc(S(C)(=O)=O)ccc2Cl)cc1,-5,-3,4,0,-7,5,-1.2,6,2
O=C(NCCc1ccccc1)C1CCN(S(=O)(=O)c2ccc(-c3nn[nH]n3)cc2)CC1,0,2,-3,0,8,26,-0.3,7,-3
COc1ccc(S(=O)(=O)N2CCN(C(=O)c3cccnc3)CC2)cc1OC,5,3,1,1,2,1,-0.7,10,1
NC(=O)Cc1ccc(C(=O)c2ccc(Cl)cc2Cl)s1,-5,5,-3,1,0,-14,3.2,-6,-3
CC1CCN(CCCCOc2ccc(F)cc2)CC1,-10,-14,10,18,-1,4,-0.7,-4,-3
COC(=O)CC1C(=O)NC2CCCCC2N1C(=O)c1ccccc1 (stereo unspecified),-1,0,5,0,0,-10,0.8,4,-1
CCOC(=O)c1c(C)n(C)c2ccc(OCC(O)CN3C(=O)c4ccccc4S3(=O)=O)cc12 (stereo unspecified),-16,-10,3,11,3,-11,-1.2,21,3
CCn1c(SCC(=O)Nc2nccc(C)n2)nc2ccccc21,1,15,3,2,0,2,-3.0,-6,5

# Among those listed so far, two contain fluorine:
Molecule,CHRM5 PAM,CHRM4 PAM,CHRM5 antagonist,CHRM4 agonist,IDE inh,CRFR2-BP antag,CRFBP-R2 agonist,CHRM4 antagonist,CHRM5 agonist
O=C(O)c1c(F)c(F)cc2ccccc12,4,-1,-5,0,0,-2,-1.2,6,1
CC1CCN(CCCCOc2ccc(F)cc2)CC1,-10,-14,10,18,-1,4,-0.7,-4,-3

# The results go on.
Molecule,CHRM5 PAM,CHRM4 PAM,CHRM5 antagonist,CHRM4 agonist,IDE inh,CRFR2-BP antag,CRFBP-R2 agonist,CHRM4 antagonist,CHRM5 agonist
C[C@@H]1CN([C@H](C)CO)C(=O)CCCn2cc(nn2)CO[C@H]1CN(C)S(C)(=O)=O,-3,3,8,1,nt,-21,7.6,-5,1
O=C(O)CSc1nccn1-c1cccc(Cl)c1,-6,-2,-2,1,-1,-14,-0.8,3,0
O=C(COC(=O)CCC(=O)Nc1nccs1)NCc1ccco1,11,17,-12,1,7,3,-2.2,20,3
Cc1ccc(S(=O)(=O)N2CCCCC2)cc1NC(=O)C1CCCO1 (stereo unspecified),0,0,-7,1,-4,-2,2.2,2,-3
COC(C[C@@H](O)CC(=O)[C@@H](C)OCc1ccccc1)OC,-1,6,7,2,nt,-4,-0.3,3,2
Cc1ccc([C@@H]2CC=C(C(=O)O)[C@H](c3ccc(Cl)cc3)N2S(=O)(=O)c2ccccc2C)cc1,5,5,-5,0,-4,22,3.5,-1,-3
O=C(Nc1ccc(O)c(C(=O)O)c1)Oc1ccccc1,0,-3,5,0,1,-8,-0.3,3,-1
COc1cccc(-n2nnc3c(=O)n(CC(=O)N4CCCc5ccccc54)cnc32)c1,0,1,-2,1,-3,-37,-0.2,0,3
O=C(O)c1ccc(/C=C2\SC(=S)N(Nc3ccccc3)C2=O)cc1,0,-5,5,1,-1,12,0.7,-8,2
Cc1cc(Cl)ccc1OCCCC(=O)N1CCCCC1,-2,-2,-7,2,2,0,0.2,4,-4
COc1ccc(C(O)c2nc(-c3ccccc3OC)cs2)cc1 (stereo unspecified),4,3,0,2,nt,nt,nt,-9,2
Cc1ccc2c(c1)c(CC(=O)Nc1ccc(C)c(F)c1)c(C(=O)O)n2C,-3,-1,-4,1,-13,38,-1.5,0,4
CC(C)OCCCNC(=O)NC(=O)c1ccc(Cl)cc1,-5,-5,6,7,-2,-5,0.2,7,6
O=C(c1ccccc1)N1CCC(=O)N1c1ccccc1,-5,13,10,1,4,15,0.3,-16,-2
Nc1cc(CN2C(=O)c3ccccc3C2=O)cc(Cl)c1O,-3,2,8,1,7,11,-1.1,3,1
Cc1cccc(N2C(=O)CCC2=O)n1,3,-1,-4,1,9,-2,-3.6,7,0
COc1cc(/C=C/C(=O)OCC(=O)NC(=O)NC(C)(C)C)ccc1OCC#N,-8,2,10,6,10,-35,-0.7,-3,3
COc1ccc(C(=O)c2[nH]c(N)c(C(=O)NCCc3c[nH]c4ccccc34)c2-c2ccc(Cl)c(F)c2)cc1,-5,14,8,2,nt,nt,nt,-7,3
CC(C)Nc1nc(Nc2ccc(C(N)=O)cc2)c2sccc2n1,-5,-6,5,7,nt,nt,nt,5,1
Cn1c(CCN2CCOCC2)nc2cc(NC(=O)c3cccs3)ccc21,4,-4,13,-1,3,-16,3.7,7,-2

# Arranged by formula weight (smallest number first): part of the list above
Molecule,CHRM5 PAM,CHRM4 PAM,CHRM5 antagonist,CHRM4 agonist,IDE inh,CRFR2-BP antag,CRFBP-R2 agonist,CHRM4 antagonist,CHRM5 agonist
Cc1cccc(N2C(=O)CCC2=O)n1,3,-1,-4,1,9,-2,-3.6,7,0
Cc1ccc(S(=O)(=O)N2CCCCC2)cc1NC(=O)C1CCCO1 (stereo unspecified),0,0,-7,1,-4,-2,2.2,2,-3
O=C(O)c1ccc(/C=C2\SC(=S)N(Nc3ccccc3)C2=O)cc1,0,-5,5,1,-1,12,0.7,-8,2
Cn1c(CCN2CCOCC2)nc2cc(NC(=O)c3cccs3)ccc21,4,-4,13,-1,3,-16,3.7,7,-2
COc1cc(/C=C/C(=O)OCC(=O)NC(=O)NC(C)(C)C)ccc1OCC#N,-8,2,10,6,10,-35,-0.7,-3,3
COc1ccc(C(=O)c2[nH]c(N)c(C(=O)NCCc3c[nH]c4ccccc34)c2-c2ccc(Cl)c(F)c2)cc1,-5,14,8,2,nt,nt,nt,-7,3

# More results.
Molecule,CHRM5 PAM,CHRM4 PAM,CHRM5 antagonist,CHRM4 agonist,IDE inh,CRFR2-BP antag,CRFBP-R2 agonist,CHRM4 antagonist,CHRM5 agonist
COc1ccccc1NC(=O)C(C)OC(=O)c1cc2ccccc2[nH]1 (stereo unspecified),-29,-6,16,13,7,-5,0.7,12,-6
O=C(NC1CCCCC1)c1ccc(CS(=O)Cc2ccccc2Cl)o1 (stereo unspecified),-4,-1,6,1,8,-9,-2.6,2,-4
CC(C)CC(c1nnnn1CC1CCCO1)N1CCN(C2CCCC2)CC1 (stereo unspecified),-3,-3,4,0,nt,8,2.5,-3,-2
CC(C)(O)C1=NOC(c2ccccc2)C1 (stereo unspecified),6,5,-12,0,9,3,0.2,-4,2
O=C(c1ccccc1F)N1CCN(c2ccc([N+](=O)[O-])c(NCC3CCCO3)c2)CC1 (stereo unspecified),-16,-5,19,5,0,15,-0.6,2,-2
O=C(COC(=O)CCCc1nc2ccccc2s1)Nc1ncc(Cl)cc1Cl,-3,0,-1,5,2,0,2.7,1,-2
COc1cc(NC(=O)c2cc3nc(C4CC4)cc(C(F)(F)F)n3n2)c(OC)cc1Cl,0,9,-2,0,5,-10,7.5,-10,-1
Cc1nn(CC(=O)c2cccc(Cl)c2)c(C)c1[N+](=O)[O-],-2,5,12,-1,-4,-2,-5.9,1,-3
N#Cc1ccc(NC(=O)CNc2cc(S(=O)(=O)N3CCOCC3)ccc2NCC2CCCO2)cc1 (stereo unspecified),5,-5,5,2,-1,6,2.8,-2,-3
O=C1CN(S(=O)(=O)c2cc(C(F)(F)F)ccc2Cl)CCN1,4,8,4,1,1,-2,-0.7,-5,3
O=C(CSCc1nc2ccccc2[nH]1)Nc1ccc2ccccc2c1,-9,-3,4,7,-1,-2,-5.0,-3,1
Cn1c(C(=O)N2CCN(c3ccccn3)CC2)cc2ccccc21,-8,-7,11,4,2,-5,-0.3,4,6
CCOc1ccc(NC(=O)CCn2nc(C)c(S(=O)(=O)N3CCCCC3)c2C)cc1,-1,-1,2,2,0,-5,0.2,-4,-3
CCCn1c(=O)[nH]c(=O)c2c1nc(-c1ccc(OC(F)(F)C(F)C(F)(F)F)cc1)n2CCOC (stereo unspecified),-2,3,0,0,4,-20,1.1,10,-1
COc1ccc(S(=O)(=O)Nc2ccc(O)c(Sc3ncn[nH]3)c2)cc1,-2,9,2,0,-2,-14,-2.0,1,0
COc1ccc(C(=O)c2ccc(OC)cc2OC)cc1,4,-7,2,0,1,9,0.0,9,1
CC(=O)NS(=O)(=O)c1ccc2c(c1)C(=O)c1cc(S(=O)(=O)NC(C)=O)ccc1-2,12,1,-10,0,2,14,0.2,-11,7
Cc1ccc(SCC(=O)OC(C)C(=O)N2CCc3ccccc32)cc1 (stereo unspecified),-9,2,2,2,3,22,-1.8,-16,-4
Cc1cc(Cl)cc(Cl)c1OCCCCN(C)C,10,11,8,3,2,-11,-0.9,4,-6
CC(C)C(=O)Nc1ccc(NC(=S)NC(=O)c2ccc([N+](=O)[O-])cc2)cc1,-8,1,8,2,4,-1,0.6,1,2
